Screening data from PubChem.
NOD1 NF-kB reporter: NOD1 signaling inhibitors, primary screen, cell-based, luminescence, uHTS (AID 1578) | NOD1-driven NF-kB luciferase reporter cells, luminescence; higher % means a stronger effect | inhibition, % at 4 µM, or EC50 in µM where a hit was titrated | 1% of 290,000 active; in the data active means inhibition mostly above about 36%, no sharp cut-off; inactive means mostly below about 34%;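 further: HEK-293T reporter cells stimulated with the NOD1 agonist gamma-tri-DAP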
GPR55 beta-arrestin: GPR55 agonists via beta-arrestin recruitment, primary screen, imaging, U2OS cells, beta-arrestin-GFP redistribution (AID 1961); G-protein coupled receptor 55 (Homo sapiens); U2OS GPR55 beta-arrestin-GFP redistribution imaging; higher % means a stronger effect; activation, % at 10 µM, or EC50 in µM where a hit was titrated; 0.048% of 290,000 active;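 active means activation above 40% with more than 50 cells counted in the well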;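 further: U2OS osteosarcoma cells stably expressing GPR55 and beta-arrestin-GFP; plate controls were DMSO negative control for no effect and LPI positive control for full effect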
Yfh1-off respiration: enhancers of respiration in Yfh1-depleted yeast, dose response, Friedreich's ataxia, plus single-dose screen (AID 1465) | S. cerevisiae Yfh1-off respiration, WST-1 reduction, 72 h; higher fold induction means a stronger effect | one-dose fold induction at 50 µM; EC50 in µM for titrated hits | 0.074% of 220,000 active;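 active means fold induction of absorbance versus untreated yeast above a set limit, then at least 30% activation at any dose in follow-up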;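 further: activators that raise dye reduction in frataxin-depleted yeast; strong numbers were not always called active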
KOR beta-arrestin-1: KOR antagonists, beta-arrestin recruitment, cell-based, luminescence, uHTS (AID 1778) | Kappa-type opioid receptor (Homo sapiens) | KOR beta-arrestin recruitment, luminescence, antagonist mode; higher % means a stronger effect | inhibition, % at 10 µM; hits with a dose series show IC50 in µM | 0.091% of 290,000 active; further: strong numbers were not always called active
TNAP activation fold: human TNAP enzyme activators, primary screen, biochemical, luminescent, no phosphate acceptor, uHTS (AID 1001); Alkaline phosphatase, tissue-nonspecific isozyme (Homo sapiens); one-dose activation fold at 20 µM; EC50 in µM for titrated hits; purified TNAP, luminescent activation assay, no phosphate acceptor; higher activation fold means a stronger effect; 0.03% of 200,000 active; in the data active means activation fold from about 3, or a potency from the dose series; inactive means the rest, 99 in 100 with activation fold below about 1.6; further: many of its hits are not listed in these tables
KOR beta-arrestin-2: KOR agonists, beta-arrestin recruitment, primary screen, cell-based, luminescence, uHTS (AID 1777) | Kappa-type opioid receptor (Homo sapiens) | KOR beta-arrestin recruitment, luminescence; higher % means a stronger effect | activation, % at 10 µM, or EC50 in µM where a hit was titrated | 0.02% of 280,000 active; in the data active means activation above about 50%, passing the limit was not always enough; further: a part of the inactive calls stands beside numbers as strong as those of hits
NOD2 inhibition: NOD2 signaling inhibitors, cell-based, luminescence, uHTS, HEK293 (AID 1566) | HEK293 NOD2/NF-kB luciferase reporter, luminescence; higher % means a stronger effect | inhibition, % at 4 µM, or EC50 in µM where a hit was titrated | 0.63% of 290,000 active; further: many of its hits are not listed in these tables
CSM14.1 death rescue: rescue of cells from ER stress-induced death, primary screen, 384-well, CSM14.1, thapsigargin, ATP luminescence (AID 1222); 190,000 tested, under 10 active; one-dose cellular ATP content (survival), % at 20 µM; EC50 in µM for titrated hits; CSM14.1 thapsigargin-induced death rescue, ATP luminescence; higher % means a stronger effect;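 active means EC50 below 50 µM in the dose-response confirmation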;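 further: death triggered by thapsigargin at about 15 µM added after 2 h compound pretreatment; cell ATP read after overnight thapsigargin exposure of roughly 18 to 22 hours; normalized against plate controls of thapsigargin alone and 5% DMSO vehicle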
NTR1 agonist: agonists of NTR1, primary screen, imaging, U2OS cells, beta-arrestin-GFP, high content (AID 493036); Neurotensin receptor type 1 (Homo sapiens), P30989; NTR1-U2OS beta-arrestin-GFP spot imaging, agonist mode; activation, % at 20 µM; 0.17% of 330,000 active;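 active means activation at or above 40% of the spot to cytoplasm intensity ratio, with at least 20 cells analyzed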;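 further: 0% = DMSO without peptide and 100% = 100 nM NTR1 peptide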
Target sequence (P30989 whole entry, looked up): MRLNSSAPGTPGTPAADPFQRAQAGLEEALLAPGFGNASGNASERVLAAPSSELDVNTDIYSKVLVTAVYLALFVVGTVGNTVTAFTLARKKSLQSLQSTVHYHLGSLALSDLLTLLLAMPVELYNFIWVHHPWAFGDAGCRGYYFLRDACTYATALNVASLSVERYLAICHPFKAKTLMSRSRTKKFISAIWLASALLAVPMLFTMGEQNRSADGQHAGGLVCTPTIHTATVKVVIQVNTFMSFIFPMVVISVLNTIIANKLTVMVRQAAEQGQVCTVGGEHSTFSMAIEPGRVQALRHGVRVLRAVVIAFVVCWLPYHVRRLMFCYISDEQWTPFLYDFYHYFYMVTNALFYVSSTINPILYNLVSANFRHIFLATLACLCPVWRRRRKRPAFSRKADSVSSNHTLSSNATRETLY
NTR1 agonist cell count 20 µM: second read-out of NTR1 agonist, no call of its own (marks repeat the call); cell count; measured here: cell count, cytotoxicity flag
* hit, by the source's call; i = inactive; · = no result given; & = joins results of further samples; [ ] = dose if it differs, or a comment. Unless noted, no stated cut-off is given here; in the data, active means inhibition above about 50%; inactive means the rest.

SMILES	NOD1 NF-kB reporter	GPR55 beta-arrestin	Yfh1-off respiration	KOR beta-arrestin-1	TNAP activation fold	KOR beta-arrestin-2	NOD2 inhibition	CSM14.1 death rescue	NTR1 agonist	NTR1 agonist cell count 20 µM
CC1=Nc2cccc([N+](=O)[O-])c2NC(=O)C1	-27%	0.0%	i	-1%	1	-1.0%	13%	·	·	·
COc1cccc(OC)c1OCCCNC1CCCC1	-36%	-0.2%	·	-7%	·	1.1%	-12%	·	-0.9	43
CCOC(=O)C1=C(C)N(CC(C)C)C(=O)/C1=C\c1cccs1	0%	-0.1%	i	3%	·	3.9%	-7%	·	5.5	55
COCCn1c(=NC(=O)c2cc(Cl)sc2Cl)sc2cc(S(N)(=O)=O)ccc21	-29%	0.2%	i	-36%	1.1	7.6%	9%	7.4%	26	61
Cc1ccc(OCC(=O)NNC(=O)c2cc3ccccc3o2)cc1	14%	-0.3%	i	6%	2.3	0.2%	16%	0.1%	-2.0	45
Cc1cc(-c2n[nH]c(=S)n2/N=C/c2cccc(O)c2)n[nH]1	-5%	0.3%	i	14%	·	-4.7%	3%	·	-0.9	63
CCOc1ccc(N(CC(=O)Nc2ccc(OC)cc2)S(=O)(=O)c2c(C)noc2C)cc1	7%	0.3%	i	26%	0.8	-4.0%	-2%	-0.1%	-2.2	77
COc1ccc2c(C)cc(Sc3nnnn3-c3ccccc3)nc2c1	23%	0.2%	i	6%	1.1	1.6%	24%	-0.6%	14	33
Cc1ccc(OCC(=O)NC(=S)Nc2ccc(Br)c(C)n2)cc1	-43%	0.4%	i	-3%	1.1	-3.9%	6%	-0.4%	2.4	59
CCCCn1c(=O)c(CCC(=O)OCC(=O)Nc2ccc(F)c(Cl)c2)nc2ccccc21	-22%	0.9%	i	-19%	1.2	-2.8%	4%	0.1%	4.1	57
Cc1ccc(S(=O)(=O)NCC(=O)N(CC(=O)NC2CCCC2)c2ccc3c(c2)OCCO3)cc1	-16%	-0.2%	i	-10%	1.2	-4.5%	1%	-0.6%	·	·
O=C(NC1=NCCS1)c1cccs1	-7%	-0.2%	i	-1%	1	-0.8%	8%	2.6%	0.3	50
COc1ccc(/C=N/Nc2nn3cnnc3c3ccccc23)cc1	-10%	0.0%	i	·	·	-0.3%	-41%	·	3.4	57
CCCCCn1c(N)c(-c2nc3ccccc3s2)c2c([N+](=O)[O-])nn(CC)c(=O)c21	7%	-0.1%	i	44%	1	0.6%	-6%	-1.8%	8.6	69
CC(C)NC(=O)c1ccc2c(=O)n(Cc3ccco3)c(=S)[nH]c2c1	18%	0.5%	i	-21%	1	6.1%	7%	2.9%	-0.2	72
NC(=NCCCCCCN=C(N)/N=C(\N)Nc1ccc(Cl)cc1)/N=C(\N)Nc1ccc(Cl)cc1	47%*	-0.1%	·	-90%[20 µM]	·	2.3%	-10%	·	18&8.2&15	67&46&56
CC1=Nc2cc(C(=O)NCc3ccco3)ccc2Sc2ccc(C)cc21	-9%	-0.6%	i	-150%	1.1	7.8%	6%	-3.0%	5.2	58
CC(=O)c1cnc2nc(SCc3ccc(Cl)cc3)nn2c1C	-20%	-0.1%	·	-42%[20 µM]	·	3.2%	-3%	·	4.3	55
O=C(NNS(=O)(=O)c1ccc(Cl)cc1)C1CCN(Cc2ccccc2)CC1	18%	-0.2%	i	-40%	1	2.1%	3%	-0.4%	3.0	82
CCCCn1c(N)c(N(CCOC)C(=O)c2ccc(Cl)c(S(=O)(=O)N3CCCC3)c2)c(=O)[nH]c1=O	-24%	0.2%	·	31%	·	-2.6%	-3%	·	-1.8	59
Cc1ccsc1/C=N/N=C/c1sccc1C	77%*	0.0%	·	32%[20 µM]	·	-2.1%	-174%	·	0.2	56
O=c1cc(CN2CCOCC2)nc(C2CC2)[nH]1	-15%	0.7%	i	-17%	1	-2.6%	-5%	-0.4%	0.4	81
CCOC(=O)c1c(NC(=O)CSc2nccc(=O)[nH]2)sc(C)c1C	-10%	0.3%	·	-5%	·	-2.1%	15%	·	0.1	74
O=C(Nc1nc2cc3c(cc2s1)OCCO3)C1=COCCO1	·	-0.3%	i	20%	·	2.7%	·	·	1.6	62
CC(=O)n1cc(N(C(=O)CCl)c2ccc(Cl)cc2)c2ccccc21	14%	21%	i	-21%	·	7.5%	24%	·	28	43
COC(=O)c1ccc(CNC(=O)Cn2cnnn2)cc1	-3%	0.0%	·	-6%	·	-0.1%	6%	·	·	·
CCCOC(=O)CC1C(=O)NCCN1Cc1ccc(F)cc1 (stereo not drawn)	-14%	0.2%	·	12%	1	4.5%	2%	0.0%	1.3	46
CCC(=O)N/N=C(\C)CC(=O)Nc1ccc(F)cc1	-27%	-0.7%	i	3%	1.1	5.5%	-3%	-5.1%	0.9	54
CC1CCCCN1S(=O)(=O)c1ccc(NC(=O)CSc2nnnn2C)cc1 (stereo not drawn)	-15%	-0.2%	i	-5%	1.1	-5.2%	-14%	-1.4%	0.9	73
Cn1c(SCc2ccc(F)cc2)nnc1-c1ccccn1	-71%	0.3%	i	17%	1.1	-4.6%	-46%	0.4%	0.7	82
CCOC(=O)N1CCC(Nc2c(Nc3ccc(C)c(C)c3)c(=O)c2=O)CC1	-3%	-0.1%	i	-10%	1.1	2.1%	2%	-1.2%	2.4	59
CC(=O)c1ccc(OCC(C)C)c(CC(C(N)=O)C(N)=O)c1	-9%	0.2%	i	6%	1.1	2.5%	2%	-0.7%	0.8	61
O=C1CSC(=Nc2cccc(Cl)c2Cl)N1	-8%	0.3%	·	-13%	·	-1.8%	4%	·	-0.6	65
COc1ccc(/C=N/NC(=O)c2ccc(Cl)cc2Cl)cc1COC(C)=O	11%	-0.5%	i	-14%	1.1	0.1%	13%	-2.0%	6.4	87
Cc1ccc(S(=O)(=O)NNC(=S)Nc2ccccc2)cc1	18%	0.0%	i	-19%	1	-2.6%	11%	6.1%	-0.4	45
O=C(CN(Cc1cccs1)C(=O)CNS(=O)(=O)c1ccc(F)cc1)NCC1CCCO1 (stereo not drawn)	-11%	0.2%	i	2%[20 µM]	1	·	10%	-0.5%	-1.1	27
O=C1CC(O)(C(F)F)Oc2ccc3ccccc3c21 (stereo not drawn)	8%	0.3%	i	0%	1.1	-3.4%	5%	3.3%	2.0	41
COc1cccc(NC(=O)Cn2c(CCC(=O)O)ccc2-c2cccs2)c1	-8%	-0.2%	i	7%	1.2	2.0%	21%	-4.3%	1.4	49
Cc1ccc2nc3c(cc(C#N)c(=N)n3Cc3cccnc3)c(=O)n2c1	-17%	-0.1%	i	-9%[20 µM]	1.1	·	15%	-0.2%	0.0	49
COc1ccc(NC(=S)Nc2nc(CC(=O)Nc3ccccc3OC)cs2)cc1	58%	0.7%	i	-41%	1.1	3.4%	21%	-1.0%	7.6	76

Sorted by formula weight (ascending): some entries from above.
SMILES	NOD1 NF-kB reporter	GPR55 beta-arrestin	Yfh1-off respiration	KOR beta-arrestin-1	TNAP activation fold	KOR beta-arrestin-2	NOD2 inhibition	CSM14.1 death rescue	NTR1 agonist	NTR1 agonist cell count 20 µM
Cn1c(SCc2ccc(F)cc2)nnc1-c1ccccn1	-71%	0.3%	i	17%	1.1	-4.6%	-46%	0.4%	0.7	82
CC(=O)c1ccc(OCC(C)C)c(CC(C(N)=O)C(N)=O)c1	-9%	0.2%	i	6%	1.1	2.5%	2%	-0.7%	0.8	61
CCCCn1c(=O)c(CCC(=O)OCC(=O)Nc2ccc(F)c(Cl)c2)nc2ccccc21	-22%	0.9%	i	-19%	1.2	-2.8%	4%	0.1%	4.1	57

(next part)
SMILES	NOD1 NF-kB reporter	GPR55 beta-arrestin	Yfh1-off respiration	KOR beta-arrestin-1	TNAP activation fold	KOR beta-arrestin-2	NOD2 inhibition	CSM14.1 death rescue	NTR1 agonist	NTR1 agonist cell count 20 µM
COc1ccc(CCN(Cc2cccs2)S(=O)(=O)c2ccc(-n3cnnn3)c(OC)c2)cc1OC	-21%	-0.2%	i	-18%	1.1	-0.9%	10%	0.2%	0.6	63
CC(=O)c1ccc(NC(=O)Nc2ccc(Br)cc2C)cc1	2%	0.6%	i	-4%[20 µM]	1.1	-7.8%	-8%	-2.1%	5.0	52
O=C(c1ccc(Br)o1)N(c1ccc(Br)cc1)C1C=CS(=O)(=O)C1 (stereo not drawn)	-11%	-0.2%	i	29%	1.1	-1.0%	9%	-0.3%	2.0	46
CS(=O)(=O)N1CCN(c2ccc([N+](=O)[O-])c(SCc3ccco3)c2)CC1	-14%	0.2%	i	2%	1.1	-0.8%	20%	-0.4%	-0.1	86
O=C(COc1ccc2c3c(c(=O)oc2c1)CCC3)N[C@@H](Cc1ccccc1)C(=O)O	-17%	-0.2%	·	-23%[20 µM]	·	-1.6%	9%	·	-1.8	64
O=C(c1ccccc1)c1nn(-c2cccc(Cl)c2)ccc1=O	11%	-0.2%	i	13%	·	4.4%	32%	·	0.6	53
COC(=O)Cc1c(C)c2ccc(OC3CCCCC3=O)cc2oc1=O (stereo not drawn)	-1%	0.0%	·	14%	·	-6.4%	9%	·	-0.5	106
CCc1noc(C)c1C(=O)N1CCCC(CCC(=O)NCc2ccc(F)c(F)c2)C1 (stereo not drawn)	-12%	0.4%	i	-5%	1.1	-0.7%	9%	0.7%	0.6	46
CCCn1c(SCC(=O)NC2CCCC(C)C2C)n[nH]c1=O (stereo not drawn)	-15%	0.3%	i	-1%	1.1	8.8%	-10%	0.5%	-1.5	38
COc1ccc(C(=O)NCCNc2nc3c(C)cccc3cc2C#N)cc1OC	0%	-0.2%	·	-6%	·	-1.4%	9%	·	-1.6	52
Cc1nc(S(=O)(=O)Nc2ccccc2C(=O)NCC2CC2)cn1C	0%	1.1%	i	10%	·	-1.0%	23%	·	0.0	45
COc1ccc(-c2ccc([C@H]3[C@H]4C=CC[C@@H](C)[C@@H]4C(=O)N3Cc3ccccc3)c(F)c2)cc1OC	-8%	-0.1%	i	12%	·	3.8%	10%	·	2.1	92
CC1(C)CC(=O)C(CS(=O)(=O)c2ccccc2)=C(O)C1	-14%	0.3%	·	41%	·	-3.6%	-4%	·	-0.2	78
CCCCN(CC)CCNC(=O)Cn1cnc2sc(C)c(S(=O)(=O)N3CCC(C)CC3)c2c1=O	-18%	0.2%	·	-68%	·	11%	-6%	·	-1.0	56
COc1ccc(C(=O)NCC(=O)N/N=C/C=C/c2ccccc2)cc1OC	-9%	-0.3%	i	-24%	1.1	-1.0%	5%	-0.8%	3.9	87
CCCC[C@@H]1CNC(=O)C(=O)N1CCc1cc(C(F)(F)F)cc(C(F)(F)F)c1	1%	-0.1%	i	19%	·	-2.3%	17%	·	-2.2	88
C=CCn1c(N)c(S(=O)(=O)c2cccs2)c2nc3ccccc3nc21	9%	0.2%	i	-49%	1	-4.6%	-15%	-2.4%	1.1	61
CC(=O)Nc1ccc(OCCOc2ccccc2C(C)=O)cc1	-3%	·	·	-7%	·	-4.5%	15%	·	0.0	46

The list is partial; count on the stated rates, not on these rows.
